# TAAR1 antagonist = antagonists of human TAAR1; 360,000 compounds, 1.5% hits; Q96RJ0; CHO RD-HGA16 TAAR1, Fluo-8 calcium fluorescence, antagonist; AID 624466; inhibition, % at 3 µM;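 active means inhibition above a per-plate cutoff, the mean inhibition of test compounds on that plate plus 3 SD, cut at about 49% in these data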;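 further: 0% = DMSO plus EC80 beta-PEA response and 100% = DMSO alone without agonist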
#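 Material: RD-HGA16 CHO cells with stable hTAAR1 and Gα16; Dosing: single nominal final test compound concentration of 3 µM; Schedule: seeding 17-24 h prior, 75-min 37 °C, 30-min RT dye loading; Detection: kinetic Fluo-8 calcium fluorescence measurement; Measure: % inhibition from peak post-agonist over basal fluorescence ratio; Benchmarks: vehicle and agonist controls.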
# M1 ag = human M1 muscarinic receptor agonism; P11229; CHO-K1 hM1, Fluo-8 calcium fluorescence, agonist mode; 0% DMSO, 100% acetylcholine EC100; activation, % at 3 µM; 360,000 compounds, 0.33% hits;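 active means activation above the run's mean compound activation plus 3 SD, cut at about 16% in these data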;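 further: peak over basal fluorescence ratio within a 140 s kinetic read after compound addition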
# V1aR counter = counter-screen for oxytocin receptor agonists: human V1a receptor agonists; CHO-V1R cells, Fluo-8 calcium fluorescence, agonist mode; 0% DMSO, 100% 3 nM vasopressin; 320,000 compounds, 0.25% hits; activation, % at 3 µM; AID 2797; P37288;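 active means activation above the mean activation of all tested compounds plus 3 SD, per screening run, cut at about 20% in these data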;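 further: signal is peak over basal fluorescence ratio across a 100 second FLIPR read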
# Target sequence (P37288 whole entry, looked up): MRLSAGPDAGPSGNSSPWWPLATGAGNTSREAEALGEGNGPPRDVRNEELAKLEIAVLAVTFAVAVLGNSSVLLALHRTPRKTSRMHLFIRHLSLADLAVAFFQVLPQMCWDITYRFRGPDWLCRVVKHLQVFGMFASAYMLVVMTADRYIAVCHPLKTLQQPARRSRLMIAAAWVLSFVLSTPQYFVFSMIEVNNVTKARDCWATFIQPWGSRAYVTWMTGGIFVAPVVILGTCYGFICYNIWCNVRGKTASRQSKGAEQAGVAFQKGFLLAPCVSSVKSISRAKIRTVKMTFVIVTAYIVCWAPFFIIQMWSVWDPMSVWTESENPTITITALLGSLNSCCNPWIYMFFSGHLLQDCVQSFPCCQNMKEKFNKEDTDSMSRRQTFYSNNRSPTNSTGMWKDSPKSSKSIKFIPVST
# TAAR1 agonist = agonists of human TAAR1; Q96RJ0; CHO RD-HGA16 TAAR1, Fluo-8 calcium fluorescence; vehicle wells 0%, saturating PEA agonist 100%; activation, % at 3 µM; 360,000 compounds, 0.99% hits; AID 624467;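 active means activation above the mean activation of all test compounds in the run plus 3 SD, cut at about 38% in these data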
#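 System: CHO-derived RD-HGA16 cells with stable Gα16 and human TAAR1 / Times: 17-24 h plating, Fluo-8 75 min 37 °C, 30 min RT / Technique: calcium-sensitive Fluo-8 signal, excitation 470-495, emission 515-575 nm / Measure: % activation relative to PEA EC100 response / Benchmarks: DMSO and PEA EC100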
# CHO-K1 Ca ag = nonselective activator or artifact in parental CHO-K1 cells. activation, % at 3 µM. 360,000 compounds, 0.48% hits. Fluo-8 calcium fluorescence; scaled to maximal ATP response, vehicle zero. AID 602248; in the data active means activation above about 15%;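 further: untransfected CHO-K1 host cells lacking M1 receptor as counterscreen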
# CHO-K1 Ca antag = nonselective inhibitor or artifact in parental CHO-K1 cells; ATP-induced calcium, Fluo-8 fluorescence; inhibition, % at 3 µM; 360,000 compounds, 0.6% hits;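 active means inhibition above a per-plate cutoff, the plate's mean sample inhibition plus 3 SD, cut at about 24% in these data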;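 further: 0% = DMSO plus EC80 ATP and 100% = DMSO alone without ATP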
# CHO parental Ca = signal in parental CHO cells, OX1R antagonist counter-screen | parental CHO-K1, ATP-induced calcium, Fluo-8 fluorescence | inhibition, % at 5.6 µM | 330,000 compounds, 0.63% hits | AID 463079;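 active means inhibition above that plate's mean sample inhibition plus 3 SD, cut at about 26% in these data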;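 further: 0% = ATP-challenged DMSO wells and 100% = DMSO wells without ATP; some compounds past the cut are filed as inactive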
#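 test system = CHO parental line | reagent = ATP stimulus | measured by = intracellular calcium via Fluo-8 no-wash fluorescent dye | control set = ATP and no-ATP DMSO wells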
# OXTR potentiate = potentiators of human oxytocin receptor; CHO-OTR cells, Fluo-8 calcium fluorescence, potentiator mode; 0% = oxytocin EC15, 100% = EC100; activation, % at 3 µM; 320,000 compounds, 0.061% hits;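 active means activation above that plate's cutoff, the mean activation of tested compounds plus 3 SD, cut at about 6.6% in these data, passing the limit was not always enough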;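 further: 100% uses oxytocin at 75 nM as the full agonist control; some results filed as inactive read as strong as hits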
# Target sequence (P30559 whole entry, looked up): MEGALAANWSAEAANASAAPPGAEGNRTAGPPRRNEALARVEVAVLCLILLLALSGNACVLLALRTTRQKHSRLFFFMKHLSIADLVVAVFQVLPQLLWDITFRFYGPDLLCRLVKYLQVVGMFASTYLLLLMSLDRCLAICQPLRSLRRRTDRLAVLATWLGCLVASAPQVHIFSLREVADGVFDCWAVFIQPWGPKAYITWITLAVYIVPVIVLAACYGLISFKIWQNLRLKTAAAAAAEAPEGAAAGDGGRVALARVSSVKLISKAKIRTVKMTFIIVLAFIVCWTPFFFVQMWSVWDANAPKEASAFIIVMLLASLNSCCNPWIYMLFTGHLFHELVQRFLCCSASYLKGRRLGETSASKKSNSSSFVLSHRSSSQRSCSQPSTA
#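 Assay system: CHO-OTR cells, human receptor / Also added: oxytocin at about EC15, sub-maximal agonist stimulus / Dosing: single dose, 3.0 µM nominal final compound concentration / Incubation: 6 min pre-incubation, 100 s read / Technique: Fluo-8 calcium dye fluorescence / Read-out: % activation vs EC15 and EC100 oxytocin / Benchmarks: EC15 oxytocin low, 75 nM oxytocin high / Replicates: singlicate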
# CHO-K1 Ca PAM = counter-screen for M1 PAMs: effect in parental CHO-K1 cells; ATP EC20, Fluo-8 calcium fluorescence; 0% at ATP EC20, 100% at ATP max; activation, % at 3 µM; 360,000 compounds, 0.02% hits; AID 602247;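 active means activation above the run cutoff, the mean activation of all test compounds plus 3 SD, cut at about 40% in these data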;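 further: peak over basal fluorescence ratio in a 140 s read after ATP addition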
# * marks the source's active call; other numbers are inactive results; nt = not tested or not shown. Compounds were not picked by outcome, and some 3.3% of all compounds hit somewhere here.
# The first 2 records (preview)
# Results follow in this order: TAAR1 antagonist	M1 ag	V1aR counter	TAAR1 agonist	CHO-K1 Ca ag	CHO-K1 Ca antag	CHO parental Ca	OXTR potentiate	CHO-K1 Ca PAM
- CCOC(=O)Cn1nc2sc3ccccc3n2c(=O)c1=O
  -10.6	-8.2	8.2	2.5	0.5	-10.6	-5.2	-11.5	3.6
- C[C@]12C=CC(=O)C=C1CC[C@@H]1[C@@H]2[C@@H](O)C[C@@]2(C)[C@H]1CC[C@]2(O)C(=O)COC(=O)CCC(=O)NCCc1ccc(O)cc1
  -4.7	-5.5	nt	17.7	6.5	12.9	nt	nt	4.4

# All compounds of this part, from the first entry:
# Results follow in this order: TAAR1 antagonist	M1 ag	V1aR counter	TAAR1 agonist	CHO-K1 Ca ag	CHO-K1 Ca antag	CHO parental Ca	OXTR potentiate	CHO-K1 Ca PAM
- CCOC(=O)Cn1nc2sc3ccccc3n2c(=O)c1=O
  -10.6	-8.2	8.2	2.5	0.5	-10.6	-5.2	-11.5	3.6
- C[C@]12C=CC(=O)C=C1CC[C@@H]1[C@@H]2[C@@H](O)C[C@@]2(C)[C@H]1CC[C@]2(O)C(=O)COC(=O)CCC(=O)NCCc1ccc(O)cc1
  -4.7	-5.5	nt	17.7	6.5	12.9	nt	nt	4.4
- CCN1C=CC2=C(C#N)C(N)C(C#N)(C#N)C(c3ccccc3C(F)(F)F)C2C1 (centres undefined)
  10.1	-0.5	4.3	4.5	3.0	-4.4	-11.4	-13.0	3.6
- Cc1cc(=O)n2c(sc3ccccc32)c1C#N
  -5.4	-9.7	0.5	5.4	0.3	-3.5	-7.3	-10.8	5.4
- C=CC[C@H](CC(=O)N(CCO)Cc1ccccc1)C(=O)N[C@H](COC(=O)[C@H](CC=C)CC(=O)OC(C)(C)C)Cc1c[nH]c2ccccc12
  43.9	-1.6	-0.1	3.6	3.3	-1.4	-12.4	-7.4	1.1
- Cn1ccnc1SCC(=O)Nc1cccc(C(F)(F)F)c1
  15.0	-2.2	0.8	7.0	-0.6	-9.5	-9.3	0.2	-3.6
- CC(=O)Nc1c2c(nn1-c1cccc(Cl)c1)CS(=O)(=O)C2
  -9.3	1.2	0.3	2.6	2.8	-8.6	-4.5	-12.5	17.6
- CC(NC(=O)CSc1nc2ccccc2n1CCC#N)c1ccc(F)cc1 (centres undefined)
  7.5	-5.0	2.6	10.8	0.6	-7.2	-20.9	-18.1	8.8
- O=C1Nc2ccccc2C(=O)N2c3ccccc3NC(=O)C12 (centres undefined)
  4.9	-0.8	nt	1.1	0.3	-10.3	nt	nt	-0.7
- COc1ccc(CCNC(=S)N(C)C)cc1OC
  -2.0	-1.7	2.9	0.3	0.4	-13.5	-5.9	-3.5	12.7
- O=c1cc(CN2CCCCC2)nc(C2CC2)[nH]1
  -12.0	-4.7	0.8	4.5	-0.3	-2.2	-16.8	-13.8	3.0
- Cc1ccc(C(=O)/C=C/c2ccc3ncccc3c2)cc1
  -0.5	-2.3	-0.2	9.0	1.8	-8.9	-28.1	1.1	16.2
- COC(=O)c1cc(-c2ccc(Cl)cc2)n[nH]1
  -1.6	-1.5	0.1	6.6	-0.2	3.7	-12.0	-9.7	12.9
- CCOC(=O)c1ccc(NC(=O)CCOc2ccccc2)cc1
  -7.8	-4.1	0.3	5.0	0.7	5.2	-10.5	-10.1	-6.4
- O=C(O)C1CCN(C(=O)c2ccc(S(=O)(=O)N3CCCCCC3)cc2)CC1
  -9.5	3.8	nt	5.4	0.6	2.4	nt	nt	11.2
- CCOC(=O)C1=C(C)NC2=C(C(=O)C(C(=O)OCC)C(c3ccccc3OC)C2)C1c1ccccn1 (centres undefined)
  11.0	-4.0	1.0	3.8	1.3	-6.5	-33.1	-3.5	4.8
- COc1ccc(/C=C(\NC(=O)c2ccccc2)C(=O)N2CCN(C)CC2)cc1
  8.1	-0.4	0.6	0.0	0.5	-10.1	-7.6	4.9	1.4
- COc1ccc(NC(=O)CNc2ccc(C#N)cc2)cc1
  -1.2	-0.5	0.0	3.4	0.2	7.5	-1.3	-4.2	-8.6
- CCOc1cc(/C=N/Nc2nc(-c3cccc(S(=O)(=O)N4CCCC4)c3)cs2)ccc1O
  29.1	-0.2	1.6	2.9	-0.5	8.5	-9.3	-5.8	13.6
- Cc1ccc2nc3c(cc(C(=O)NCC4CCCO4)c(=N)n3CCCOC(C)C)c(=O)n2c1 (centres undefined)
  -3.7	-8.2	-0.5	8.6	0.5	-9.6	-6.6	-4.4	15.2
- CC(C)(C)n1nc2c(c1NC(=O)c1ccc([N+](=O)[O-])cc1)CS(=O)(=O)C2
  -4.2	-2.1	0.7	0.4	1.4	-8.5	-4.2	-2.9	15.1
- O=C(CC(c1ccccc1)c1cc(Cl)ccc1O)NCCN1CCOCC1 (centres undefined)
  -24.5	-6.3	0.7	2.6	1.7	-10.0	-10.5	2.8	15.2
- O=C(Cc1ccc([N+](=O)[O-])cc1)N1CCCCCC1
  -3.3	-13.9	2.1	12.6	0.2	5.2	-14.9	0.8	6.7
- COc1ccc2c(-c3ccccc3)cc3nnnn3c2c1
  -10.4	-8.8	-0.8	6.5	1.1	-19.7	-1.9	-2.8	8.4
- COc1ccc(CN(C)C(=O)c2ccc(NS(=O)(=O)c3ccc(C)c([N+](=O)[O-])c3)cc2)c(OC)c1OC
  -4.5	-2.9	1.7	-0.9	1.0	16.1	-8.3	-5.1	-3.0
- Cc1noc(NS(=O)(=O)c2ccc(NC(=O)C(F)(F)C(F)(F)C(F)(F)F)cc2)c1C
  -23.6	-2.6	0.3	12.2	-0.1	-6.6	-1.1	3.9	6.8
- COc1cc(S(=O)(=O)Nc2ccc(C)cc2)ccc1NC(=O)c1ccncc1
  -17.8	-3.5	-0.1	4.1	1.0	6.2	-9.9	-0.2	-7.6
- Cc1ccc(C)c(N(C(=O)CNC(=O)c2ccco2)C(C(=O)NC2CCCCC2)c2cccnc2)c1 (centres undefined)
  -16.9	-5.0	-0.2	4.7	0.3	4.5	-20.8	1.1	2.3
- CC(=C/c1ccccc1)/C=N/n1c(-c2ccco2)n[nH]c1=S
  14.6	-2.5	-1.4	1.4	0.0	1.7	-14.9	-0.6	0.3
- O=C(Nc1ccc(F)c(Cl)c1)c1ccc2c(c1)OCO2
  12.0	-5.2	0.1	0.3	1.6	-7.7	-7.3	-0.1	-2.2
- CCc1nc(N2CCC3(CC2)OCCO3)c2nnn(Cc3ccccc3)c2n1
  -25.8	-4.2	-1.1	4.1	0.1	-17.0	2.5	-3.8	13.8
- CC(=O)Nc1c(O)[nH]c2ccccc12
  10.1	-3.3	0.0	0.2	0.6	-4.6	-8.2	-4.6	13.2
- CC(=O)OCC(=O)C1(O)CCC2C3CCC4=CC(=O)C=CC4(C)C3C(=O)CC21C (centres undefined)
  -10.8	-8.7	nt	1.5	-0.3	-3.6	nt	nt	-7.9
- COc1ccc(S(=O)(=O)N2CCN(CC(=O)N3CCc4ccccc4C3)CC2)cc1OC
  -21.1	-6.6	1.9	11.2	-0.3	-6.6	-33.1	3.5	6.0
- COc1ccccc1NS(=O)(=O)c1cccc(C(=O)N/N=C(\C)c2ccc3c(c2)OCCO3)c1
  -3.3	-1.1	0.6	3.2	0.9	4.7	-9.2	4.2	-6.1
- COc1cc(C(=O)NNC(=O)COc2ccccc2Cl)ccc1OCC(=O)N1CCOCC1
  -6.7	-2.3	-0.2	4.7	-0.3	-10.4	6.3	-4.7	13.7
- c1ccc(-c2ccc(C3=Nn4c(nnc4-c4cccs4)SC3)cc2)cc1
  -9.6	-1.3	0.6	1.6	-0.3	1.1	-29.0	-12.4	11.2
- O=C(O)C1CCCCC1C(=O)Nc1ccc(F)c(F)c1 (centres undefined)
  12.5	-5.5	0.8	8.5	0.0	1.1	3.4	-8.5	0.4
- O=C(Cc1ccsc1)N1CCN(S(=O)(=O)c2cc(C(F)(F)F)cc(C(F)(F)F)c2)CC1
  -23.4	-1.8	-0.2	3.2	0.1	6.2	-0.6	-5.4	-20.6
- COc1ccc(C(=O)NCC(=O)OCC(=O)c2cc(OC)c(OC)c(OC)c2)cc1OC
  -12.7	-3.9	0.5	8.6	0.5	3.7	-12.2	-8.6	4.7
- O=C(CNC(=O)c1cccc(Br)c1)N/N=C/c1cccnc1
  -4.4	-3.0	1.3	3.2	1.0	3.1	10.1	-7.6	-11.4
- N#Cc1ccc(Oc2cccc3cccnc23)c([N+](=O)[O-])c1
  4.0	-3.7	3.8	0.8	-0.5	-10.1	-0.5	-3.1	21.2
- C/C(=N\NC(=O)c1ccc(CSc2nncn2C)cc1)c1ccc(C#N)cc1
  10.6	-0.7	0.0	0.2	-0.1	8.2	-7.8	-10.0	-9.1
- Cc1[nH]c(=O)c(C#N)c(C)c1CCC(=O)NCc1cccc(C(F)(F)F)c1
  -15.5	-4.7	-0.1	1.8	1.1	-10.7	10.7	-8.5	21.6
- CCN(CCCCCN(C)C)Cc1cc2ccccc2o1
  -26.6	-8.7	0.7	5.0	0.9	-0.8	-0.4	-6.1	12.7
- O=C(COC(=O)c1ccc(Cl)c(S(=O)(=O)N2CCCCC2)c1)NCCc1ccccc1
  -18.6	3.0	nt	1.0	-0.2	25.0*	nt	nt	-24.0
- CCCCCN(C(=O)CCC(=O)OCc1cccc(C(F)(F)F)c1)c1c(N)n(CCCC)c(=O)[nH]c1=O
  -16.6	-0.4	1.2	8.1	-0.1	-10.1	-20.4	-6.2	5.3
- COc1ccc(C(=O)OCC(=O)c2ccc(S(=O)(=O)N3CCCCC3)cc2)c(OC)c1
  2.5	1.6	nt	1.4	0.7	9.5	nt	nt	-21.0
- CCCCOCCCNC(=O)c1cccc(OC)c1
  -6.5	-3.2	-0.4	1.0	0.0	-0.4	-11.6	-1.7	-1.3
- O=S(=O)(c1ccc(N2CCCC2)nc1)N1CCOCC1
  -9.7	-3.3	0.5	5.6	0.0	-2.1	-6.6	1.4	9.8

# Compound activity as filed in PubChem BioAssay.
